GSK3 alpha inh: inhibitors of human GSK-3 alpha kinase. P49840. ADP-Glo luminescence, 60 min. inhibition, % at 10 µM. actives 0.1% (n = 320,000). AID 2650;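 in the data active means inhibition above about 50%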;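 further: GST-tagged GSK-3 alpha with peptide substrate and 25 µM ATP; 0% = DMSO neutral wells and 100% = GW8510 positive control wells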
Target sequence (P49840 whole entry, looked up): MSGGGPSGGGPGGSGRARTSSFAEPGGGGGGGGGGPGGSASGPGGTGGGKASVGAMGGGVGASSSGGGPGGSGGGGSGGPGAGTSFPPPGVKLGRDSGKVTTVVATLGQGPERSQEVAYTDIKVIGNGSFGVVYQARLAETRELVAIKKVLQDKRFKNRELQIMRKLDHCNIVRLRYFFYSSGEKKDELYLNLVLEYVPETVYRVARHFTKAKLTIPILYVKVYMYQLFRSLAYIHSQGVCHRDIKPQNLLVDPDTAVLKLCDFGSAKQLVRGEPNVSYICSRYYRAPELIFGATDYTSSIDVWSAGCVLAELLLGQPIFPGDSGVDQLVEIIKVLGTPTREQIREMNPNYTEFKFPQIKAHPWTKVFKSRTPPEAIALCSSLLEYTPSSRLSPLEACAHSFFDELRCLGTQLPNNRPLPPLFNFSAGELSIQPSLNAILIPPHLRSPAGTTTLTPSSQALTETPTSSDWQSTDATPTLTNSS
HSP90 inh: HSP90 refolding inhibition in rabbit reticulocyte lysate. luciferase refolding luminescence, 3 h. inhibition, % at 5.6 µM. actives 0.91% (n = 290,000);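 active means inhibition above the screen-wide mean plus 3 SD, computed separately per campaign, cut at about 16% in these data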;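 further: 0% = DMSO wells and 100% = 60 µM geldanamycin wells; inhibitors lower the luminescence because luciferase stays unfolded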
KLF5 inh: suppresses KLF5 promoter-driven expression; DLD-1 KLF5 promoter-luciferase reporter, luminescence; inhibition, % at 5 µM; actives 0.23% (n = 290,000);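 active means inhibition above a per-plate limit of that plate's mean compound inhibition plus 3 SD, cut at about 60% in these data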;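 further: 0% = DMSO wells and 100% = LY294002 at 200 µM; higher means less KLF5 promoter-driven luciferase light; inactives centre near -14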
Dyrk1A ADPGlo: Dyrk1A (rat) kinase inhibition. Q63470. ADP-Glo luminescence, NFATc1 peptide. inhibition, % at 12.5 µM. actives 0.43% (n = 310,000). AID 504441; in the data active means inhibition above about 50%;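 further: plate controls were vehicle with enzyme for no effect and no enzyme for full effect; many of its hits are not listed in these tables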
HSF-1 act: increases HSF-1 driven luciferase reporter signal | NIH3T3-HGL HSF-1 luciferase reporter, MG132, 8 h; 100% = twice DMSO control signal | AID 504408 | activation, % at 9 µM | actives 1.7% (n = 300,000);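 active means mean replicate activation of at least 50% with a set share of replicates each reaching 50%; inconclusive means only one of those two conditions met; inactive means mean below 50% and too few replicates reaching it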;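 further: 0% = median of the neutral control wells and 100% = twice that signal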
HSF1 inh: HSF1 inhibition; NIH3T3-HGL HSE-luciferase, MG132-induced, luminescence 8 h; stronger effect = lower value; activity change, negative = inhibition, % at 7.5 µM (by protocol); actives 0.77% (n = 300,000);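 active means more than half of replicate wells show activity change below -50%, luminescence cut by over half; inconclusive means some wells, but at most half, below -50%; inactive means no replicate well below -50%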;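 further: luciferase reports HSF-1 transcriptional activity via heat shock element; 0% = median of DMSO wells and -100% = zero luminescence signal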
IEC-6 tox: IEC-6 cytotoxicity, counter-screen for KLF5 inhibitors; luminescence viability; inhibition, % at 5 µM; actives 0.78% (n = 290,000); in the data active means inhibition above about 22%;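 further: 0% = plate median of test compound wells and 100% = cytotoxic reference compound wells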
Platelet DG rel: platelet dense granule release activity. human platelet-rich plasma, SFLLRN dense granule ATP release, luminescence. AID 1663. inhibition, %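 (compounds screened at 7.5 µM in platelet-rich plasma)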. actives 0.22% (n = 300,000);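 active means mean replicate score, as percent of positive control, at or above 50; inconclusive means mean below 50 but at least one replicate at or above 50; inactive means mean and every replicate below 50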
GSK3beta inhib: blocks human GSK3beta kinase activity; activity score (negative = inhibition), % at 10 µM; actives 0.038% (n = 300,000); P49841; GST-GSK3beta kinase, ADP-Glo luminescence, 60 min; stronger effect = lower value;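 active means more than half of replicate wells score below -50%, meaning over 50% inhibition versus plate controls; inconclusive means some replicates but at most half score below -50%; inactive means no replicate scores below -50%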;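 further: 0% = median DMSO wells and -100% = median GW8510 positive control wells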
Target sequence (P49841 whole entry, looked up): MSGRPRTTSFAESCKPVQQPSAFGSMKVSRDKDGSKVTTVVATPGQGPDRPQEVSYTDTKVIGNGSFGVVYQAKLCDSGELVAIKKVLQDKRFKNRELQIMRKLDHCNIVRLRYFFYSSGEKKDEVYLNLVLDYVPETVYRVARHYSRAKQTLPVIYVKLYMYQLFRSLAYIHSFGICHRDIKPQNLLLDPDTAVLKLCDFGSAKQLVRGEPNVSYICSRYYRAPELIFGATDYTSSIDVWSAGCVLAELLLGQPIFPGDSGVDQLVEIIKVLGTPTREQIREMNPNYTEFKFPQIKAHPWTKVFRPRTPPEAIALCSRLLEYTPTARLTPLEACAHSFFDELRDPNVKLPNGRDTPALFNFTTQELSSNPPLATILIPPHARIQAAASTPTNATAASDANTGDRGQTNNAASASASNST
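Assay system: GST-tagged human GSK3beta kinase, cell-free; Input: 1.6 ng GSK3beta; Medium: Tris/MgCl2 kinase buffer; Timing: 60 min enzyme reaction, room temperature; Signal: ADP-Glo luminescence quantifying ADP generated by kinase; Evaluation: score relative to plate controls; Benchmarks: DMSO neutral wells and GW8510 at 20 µM as positive.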
aSyn 5UTR inh: 5' untranslated region of α-synuclein, MLPCN primary screen; actives 0.82% (n = 300,000); alpha-synuclein 5'UTR reporter, inhibitor activity; AID 1813; inhibition, % (tested at 7.5 µM); in the data active means inhibition above about 60%; inconclusive means no clear call, values can overlap the other calls;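 further: H4 neuroglioblastoma cells stably carrying SNCA 5'UTR luciferase fusion; 0% = DMSO wells and 100% = positive control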
Active calls of the source: *; ? = inconclusive; . = no result given. The list is partial; rates above refer to the full screens.

molecule,GSK3 alpha inh,aSyn 5UTR inh,Platelet DG rel,IEC-6 tox,HSF-1 act,HSF1 inh,KLF5 inh,GSK3beta inhib,HSP90 inh,Dyrk1A ADPGlo
CCCOc1ccc(NC(=O)CNC(=O)c2cc(OC)cc(OC)c2)cc1OCCC,-2,18,-2,-3,-7,-6,-49,-1,0,-8
On1c(-c2ccccc2Cl)nc2ncccc21,-2,-6,1,-7,2,1,-9,1,3,-3
CC(C)N(Cc1ccccc1)S(=O)(=O)c1ccc(F)cc1,-2,11,-2,-8,-6,-2,-28,-2,1,-3
Cc1cc(/C=N/Nc2ccc([N+](=O)[O-])cn2)c(C)n1-c1cccc(C(=O)O)c1,27,-24,-14,-6,3,-13,-95,-15,2,50*
CN(C)CCCNC(=S)N(CCO)Cc1cc2cc3c(cc2[nH]c1=O)OCO3,-1,-1,7,2,-12,-2,-13,.,7,-3
Cc1cc(C)cc(-n2c(=O)c3sccc3n(CC(=O)NCc3ccco3)c2=O)c1,.,4,-9,-8,-4,-6,31,2,-4,-2
Cc1cccc(-c2nc(CS(=O)CC(=O)N3CCc4ccccc4C3)c(C)o2)c1 (stereo not drawn),-3,-14,-2,-5,-7,5,10,1,-2,7
CN1CCN(C(=S)c2ccc([N+](=O)[O-])cc2)CC1,0,3,-1,-2,-4,-2,-13,3,0,-1
CC(C)(Oc1ccc(Br)cc1)C(=O)N1CCc2ccccc21,-1,26,-11,0,42,13,-19,0,6,2
Cc1cccc(C(=O)N2CCc3cc(-c4nc(NC(=O)Cn5nnc6ccccc6c5=O)sc4C)ccc32)c1,.,4,-1,-6,.,.,8,1,1,.
CSc1nc2c(c(C(F)(F)F)n1)CC(C)CC2 (stereo not drawn),4,8,-10,1,2,-13,-10,3,1,4
C=CC[n+]1c(C)csc1Nc1cccc(Br)c1,-4,-11,4,-3,-4,4,-6,2,6,.
COc1ccc(CCNC(=O)c2coc3ccccc3c2=O)cc1,-3,7,-2,0,-14,-2,-19,-1,-3,-5
COc1ccccc1NC(=O)NCc1ccc2c(c1)OCO2,.,-3,2,-3,-5,-7,-14,2,0,.
CCOC(=O)C1=C(C)N=c2s/c(=C\c3ccc(OCC(=O)O)c(OC)c3)c(=O)n2C1c1ccc(OC)cc1 (stereo not drawn),-1,-11,.,7,-16,-8,-6,3,-5,-2
CN(C)S(=O)(=O)c1ccc(Cl)c(C(=O)Nc2nc3ccccc3[nH]2)c1,0,-23,3,4,6,-2,10,0,-3,10
Cc1nn(C)c(C)c1NS(=O)(=O)c1ccc(N2CCCC2=O)cc1,-3,-15,-1,6,-3,-1,-2,0,0,-4
Cc1ccc(NC(=O)CNC(=O)OCc2ccccc2)cc1C,-2,-4,-21,6,5,-8,8,1,4,-4
CCN(CC(=O)NC1CCS(=O)(=O)C1)S(=O)(=O)c1cccc(C(C)=O)c1 (stereo not drawn),-1,-20,2,1,-17,-7,-26,3,1,0
COc1ccc(-c2nc(N)n[nH]2)cc1OC,3,3,2,2,-32,-16,-22,-2,0,5
CC(C)(C)N(Cc1cc2ccccc2[nH]c1=O)C(=O)c1cccnc1,0,3,2,-9,14,2,-21,-1,0,-1
COc1ccc(CN2CCNC(=O)C2CC(=O)NCCCn2cccn2)cc1C (stereo not drawn),0,1,15,0,1,4,-50,2,-1,-2
CCOC(=O)Cn1cc(Cl)c(=O)c(Cl)c1,-5,-2,-1,-11,3,-6,-30,-3,-3,-4
Cc1ccc2nc(SCC(=O)O)nc(C)c2c1,-4,9,-4,1,-28,-13,-29,2,-2,-3
O=C(c1ccc(Br)o1)N1CCN(C23CC4CC(CC(C4)C2)C3)CC1,0,0,12,-9,-10,-1,-13,0,-3,2

molecule,GSK3 alpha inh,aSyn 5UTR inh,Platelet DG rel,IEC-6 tox,HSF-1 act,HSF1 inh,KLF5 inh,GSK3beta inhib,HSP90 inh,Dyrk1A ADPGlo
CCN1CCN(C(c2cccs2)C(C)NC(=S)Nc2cc(C)ccc2C)CC1 (stereo not drawn),-3,-6,0,5,8,-3,3,2,-3,-5
O=C(Nc1ccc(Cc2ccncc2)cc1)C1CC1,0,4,-9,3,0,-3,0,-2,1,-2
O=C(NNS(=O)(=O)c1ccc(Cl)cc1)C1CCN(Cc2ccccc2)CC1,-2,19,7,-3,5,2,-24,1,-1,-1
O=C(NCc1ccco1)c1cnn2cccnc12,16,17,20,-4,-13,-4,-51,-2,1,6
Cc1[nH]c(=S)[nH]c(=O)c1CCCO,-3,2,3,1,5,-1,7,3,-4,-9
Cn1nnnc1SCc1csc(C2C(C#N)=C(N)OC3=C2C(=O)CCC3)c1 (stereo not drawn),-2,15,-1,-5,-1,-4,-18,2,3,1
CCO[C@H]1OC(C(=O)N2CCN(C)CC2)=C[C@@H](C)[C@@H]1CCCO,-1,1,1,0,-8,-6,1,4,10,3
CCNC(=O)c1cnn(-c2ccccc2)c1-c1ccccc1,-4,15,3,0,7,4,-6,3,4,-1
CCN1CCCC1CNCc1cccc(OC)c1OCc1ccccc1F (stereo not drawn),0,0,1,0,-7,-10,-50,2,-6,.
COCc1nnc(NC(=O)c2cccc(NC(=O)c3ccccc3)c2)s1,4,2,-4,-2,5,3,-10,2,-1,-4
O=C(CC1C(=O)NCCN1C(=O)c1ccc([N+](=O)[O-])cc1)Nc1ccc(F)cc1 (stereo not drawn),-1,14,1,3,-38,-25,-16,5,-8,-3
COc1ccc(NC(=O)C(CC(C)C)NC(=O)C2CCCCC2)c(OC)c1 (stereo not drawn),-2,0,12,0,0,-4,-1,1,-2,1
CCC(C(=O)NC1CC1)n1nc(C)c2c(C)n(-c3ccc(C)cc3)nc2c1=O (stereo not drawn),3,7,12,8,21,5,15,1,4,-2
O=C(N1CCN(Cc2ccccc2)CC1)C12CC3CC(CC(C3)C1)C2,-2,31,?,6,-12,-3,-23,2,0,2
O=C(Cc1ccccc1)NCC(=O)N/N=C/c1cccs1,-1,-6,-6,-4,24,-2,-20,-2,2,11
CCOC(=O)COc1cccc2c(=O)n(CC(=O)NCCc3ccccc3)ccc12,-3,-73,-4,-6,3,-2,-10,0,1,-1
CCCCNC(=O)c1ccccc1NC(=O)CN(c1ccccc1)S(=O)(=O)N(C)C,-2,12,16,-2,10,9,-37,-1,1,-8
CC1CCN(S(=O)(=O)CCNC(=O)c2ccc(F)cc2)CC1,0,-13,21,.,-4,-9,.,-1,.,3
CC1CCCCN1S(=O)(=O)c1ccc2c(c1)CCN2C(=O)CCC(=O)O (stereo not drawn),-1,3,0,2,-7,-2,-11,8,4,7
CCOc1ccc(N2C(=O)CC(NCCNc3ccc(C(=O)c4cccs4)cc3)C2=O)cc1 (stereo not drawn),-1,27,0,2,-29,-26,-6,1,6,0
CCN(CC)CCNC(=O)c1c(O)c2cc(OC)c(OC)cc2[nH]c1=O,4,-4,2,6,-10,-2,-14,-2,6,2
O=C(c1ccc(CS(=O)Cc2ccc(Cl)cc2)o1)N1CCN(c2ccc(F)cc2)CC1 (stereo not drawn),-3,16,15,1,5,-9,3,2,-6,-5
O=C(NCc1ccco1)/C(=C\c1ccco1)NC(=O)c1ccc(Br)o1,-1,-17,0,-2,-7,1,-1,2,4,6
O=C(Cc1nc2ccccc2[nH]1)NCc1ccco1,-7,-6,-1,-4,-3,6,-23,3,-5,14
Nc1nc(CSc2n[nH]c(-c3ccccc3)n2)nc(Nc2ccccc2)n1,3,-12,-5,2,25,3,-14,0,2,-4

molecule,GSK3 alpha inh,aSyn 5UTR inh,Platelet DG rel,IEC-6 tox,HSF-1 act,HSF1 inh,KLF5 inh,GSK3beta inhib,HSP90 inh,Dyrk1A ADPGlo
Cc1[nH]n(-c2ccccc2)c(=O)c1N=Nc1cccc(S(=O)(=O)N2CCOCC2)c1,6,14,3,2,2,5,-11,0,2,-1
Cc1ccc(C(C)C)c(OCC(=O)NC(=S)Nc2ccccc2N2CCOCC2)c1,-1,-5,-3,6,-22,-2,-3,-2,1,-1
COC(=O)c1cccc(Nc2cc(C)nc(-c3ccccc3O)n2)c1,3,-43,-16,4,31,-6,8,0,-3,27
CCOC(=O)c1cnc2ccc(C(=O)OC)cc2c1Nc1cccc(C(=O)O)c1,4,-4,8,-1,1,-3,7,.,-2,.
COc1ccc(-c2nnc(SCC(=O)N3CCc4ccccc4C3)o2)cc1,0,-13,5,-11,-4,-6,-18,-5,1,7
CC(C)(CNC(=O)c1cccc(NS(=O)(=O)c2ccc(Br)cc2)c1)N1CCOCC1,0,11,-2,3,-1,-4,-17,2,-8,-4
CC(=O)C1=C(O)C(=O)N(c2ccc(Br)cc2)C1c1ccc([N+](=O)[O-])cc1 (stereo not drawn),-1,-6,2,-6,24,5,-29,-1,-3,2
COc1cccc(CNC(=O)Cn2ccc3cc(S(=O)(=O)N4CCC(C)CC4)ccc32)c1,.,27,-6,-4,3,3,-8,0,-1,-2
CC(=O)N1c2ccc(S(=O)(=O)N3CCC(C(=O)Nc4ncccc4C)CC3)cc2CC1C (stereo not drawn),0,-18,-5,-4,13,1,-21,0,3,-1
Cc1ccc(S(=O)(=O)N2CCCCC2)cc1NC(=O)Cn1ccsc1=N,0,-11,-30,-3,26,5,0,0,0,3
Cc1ccc(C(=O)OCC(=O)Nc2cccc(S(=O)(=O)NC3=NCCCCC3)c2)c(C)c1,-1,14,-1,3,20,2,-1,-6,3,3
Cc1cccc(NC(=S)N/N=C2\CC(C)(C)Oc3ccc(O)cc32)c1,-3,11,-3,-1,7,5,-2,-2,-4,-6
COc1ccc(/C=N/Nc2nc(C)cc(-c3ccccc3)n2)cc1OC,-1,-13,5,8,15,-3,-38,-3,2,-1
Cc1c(OCC(=O)NCc2ccncc2)ccc2c3c(c(=O)oc12)CCC3,-1,6,4,-3,4,-2,-37,-1,-3,.
C=CCOC(=O)C(C#N)c1nc2ccccc2nc1N1CCN(Cc2ccc3c(c2)OCO3)CC1 (stereo not drawn),0,22,?,-4,7,2,-15,-1,0,-1
CCOC(=O)C(NC=O)(NC(C)(C)C)C(=O)OCC,-2,-12,-2,1,-5,-1,-24,-2,1,-3
O=C(CSc1ccc(Cl)cc1)Nc1ccc(N2CCN(c3ccccc3)CC2)c(F)c1,1,-27,10,-1,4,-3,-16,2,2,0
COc1ccc(S(=O)(=O)N(C)CC(=O)NCCC2=CCCCC2)cc1,-3,17,-6,1,-2,-6,-17,22,3,1
O=C(CSc1ccc(-c2cccs2)nn1)NCCc1ccccc1,-3,-12,-7,-3,18,20,0,1,-2,-8
Cc1cccc(N2CCN(C(=O)c3ccc(Cl)c(S(=O)(=O)N4CCc5ccccc5C4)c3)CC2)c1C,-3,19,10,-3,-11,-1,-24,-2,-2,2
O=C(OCC(=O)N1CCc2ccccc2C1)c1cccc([N+](=O)[O-])c1,-2,5,31,2,.,.,-25,2,4,5
